INS-1E GSIS act: GLuc luminescence reporter in INS-1E cells, primary screen for activators of glucose-dependent secretion of insulin; 370,000 compounds, 0.61% hits; AID 743287; INS-1E GLuc reporter insulin secretion, 2-3 h; activation, % at 16.6 µM;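 active means lowest replicate activation of at least 40%, so every replicate reaches that level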;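 further: 0% = median of neutral control wells and 100% = median of IBMX positive control wells; some compounds called inactive have numbers as strong as hits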
PAX8 reporter: PAX8 transcriptional activity inhibition; RMG-I TPO-luciferase reporter, SteadyGlo, 24 h; inhibition, % at 12.6 µM; 360,000 compounds, 1.2% hits;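 active means mean replicate inhibition at least 60% with every replicate also reaching 60%; inconclusive means only one of the two criteria is met; inactive means mean below 60% and not all replicates reaching 60%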;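 further: luciferase light reporting Pax8 driven TPO promoter activity; plate controls were median of neutral control wells for no effect and mitoxantrone controls for full effect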
F508del corr: correctors of CFTR F508del function in bronchial epithelial cells; CFBE cells, YFP halide quenching; stimulated with forskolin plus potentiator P3; % fluorescence drop versus neutral controls; activity (quench increase), % at 7.58 µM; 350,000 compounds, 0.36% hits;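 active means mean added fluorescence quench of at least 8% versus neutral control, with both replicates also reaching 8%; inconclusive means only one of the mean or replicate conditions met; inactive means mean below 8% and not both replicates reaching 8%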;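 further: cells transiently co-express mutant CFTR-F508del with the halide-sensitive YFP; corrector assay measuring rescue of mutant channel to the surface after 24 h compound exposure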
miR122 inh: blocks miR-122 activity in Huh7 sensor cells | Huh7 miR-122 Renilla luciferase sensor, 48 h; neutral wells = 0, positive control = 100 | activation (reporter increase), % at 12.5 µM | 340,000 compounds, 0.3% hits | AID 602342;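 active means mean replicate activation score at least 90 and every replicate individually at or above 90; inconclusive means only one of the two criteria met; inactive means neither criterion met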;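 further: higher luciferase means less miR-122 activity so hits act as miR-122 inhibitors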
DENV2 CPE: DENV2-induced cell death inhibition; DENV2-infected cells, cytopathic effect rescue, plate reader; CPE inhibition, % at 9.99 µM; 350,000 compounds, 1.7% hits; AID 651640; in the data active means CPE inhibition above about 20%, passing the limit was not always enough; inconclusive means no clear call, values can overlap the other calls; tested in BHK-21 cells;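 further: 0% = median of neutral control wells and 100% = median of positive control wells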
EWS-Fli inh: inhibitors of EWS/Fli oncoprotein transcriptional activity; A673 NR0B1-luciferase reporter, viability-normalised; inhibition, % at 12.6 µM; 350,000 compounds, 0.67% hits; AID 651661;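 active means mean inhibition of at least 50% after viability correction, with every replicate also passing that limit; inconclusive means mean reaches 50% but only one of two replicates passes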;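 further: firefly luciferase signal divided by Alamar Blue viability fluorescence both relative to DMSO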
FN deposit inh: fibronectin deposition inhibition; AH1F fibroblasts, Alexa488-fibronectin deposition fluorescence, overnight; inhibition, % at 12.6 µM; 350,000 compounds, 0.086% hits; AID 743247;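 active means mean inhibition across replicates of 30% or more, regardless of how many single replicates reach that level; inconclusive means mean under 30% yet at least half of replicates reach 30%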;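 further: positive control wells lacked labelled fibronectin entirely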
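Test system: AH1F fibroblast monolayer depositing Alexa488-labelled fibronectin into matrix. Input: 10000 cells per well. Technique: fluorescence, ex 485 nm, em 525 nm. Buffer or medium: DMEM plus 2% serum, read in PBS. Timing: 1 h cell adhesion before compound, then overnight fibronectin incubation. Compound: single dose, pinned. Read-out basis: inhibition from reduced deposited-fibronectin fluorescence.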
Active calls of the source: *; ? = inconclusive; nt = no result given; [ ] = remark or other dose. Not a hit list, and some 3.9% of all compounds hit somewhere here.

SMILES | INS-1E GSIS act | PAX8 reporter | F508del corr | miR122 inh | DENV2 CPE | EWS-Fli inh | FN deposit inh
COc1ccc(C(=O)N[C@H](C(=O)OCc2cc(=O)oc3cc(C)ccc23)C(C)C)cc1 | -13 | -8 | nt | 4 | nt | nt | -10
C[C@H](CO)N1C[C@H](C)[C@H](CN(C)CC2CC2)Oc2cc(/C=C/c3ccccc3)ccc2S1(=O)=O | 0 | nt | -3.0 | -11[16.7 µM] | -11 | 17 | -6
CC(=O)c1cccc(NC(=O)C(C)N(C)CC(=O)Nc2ccc(Cl)cc2)c1 (stereo not drawn) | -24 | 7 | 2.5 | 17 | 3 | 12 | -16
Cc1ccccc1NC(=O)C1CCCN(S(=O)(=O)c2c(C)noc2C)C1 (stereo not drawn) | nt | 16 | nt | -8 | nt | nt | 10
O=C([C@H]1[C@H](CO)[C@H]2Cn3c(cccc3=O)[C@H]2N1C(=O)C1CCCC1)N1CCOCC1 | 9 | nt | 0.7 | nt | -2 | -4 | -1
c1ccc(Cc2nnc3n2N=C(c2ccccc2)CS3)cc1 | 18 | -6 | -2.3 | nt | -1 | 10 | -13
NNc1nc(-c2ccccc2)cc(-c2ccc(Br)cc2)n1 | -6 | 6 | 2.2 | 1 | -9 | 37 | -3
O=C(C1CCOCC1)N1CC(=O)N2[C@H](CO)[C@@H](c3ccc(Br)cc3)[C@@H]2C1 | 2 | -24 | -0.2 | nt | -3 | -9 | nt
COc1cc(C(=O)N[C@@H](C)C(=O)N2CCC3(CC2)NCCc2[nH]cnc23)cc(OC)c1OC | 25 | -25 | 0.8 | -5 | 1 | 4 | 4
O=C1O[C@@H](c2ccccc2)[C@@H](c2ccccc2)N2[C@@H](c3ccc(OCCO)cc3)[C@]3(C(=O)Nc4ccc(C#CC5=CCCCC5)cc43)[C@@H](C(=O)N3CCCCCCC3)[C@H]12 | nt | -6 | -6.5 | nt | ? | -6 | nt
COC(=O)C(C)(C)ONC(=O)Nc1ccccc1Br | nt | -29 | 2.1 | -3 | 0 | 8 | 6
CCOc1cc(C)c(S(=O)(=O)NCc2ccccn2)cc1C | 1 | -6 | 4.6 | 48 | ? | 6 | 2
Cc1cc(=O)[nH]n(CCO)c1=O | 2 | -4 | -1.0 | nt | -2 | -6 | 3
COCC(=O)Nc1ccc2c(c1)C(=O)N(C)C[C@@H](OC)[C@@H](C)CN(CCC(F)(F)F)[C@H](C)CO2 | -2 | -2 | 0.0 | 5[16.7 µM] | 20 | -7 | -14
CN1C(=O)c2cc(NS(=O)(=O)c3cccc(F)c3)ccc2OC[C@H]2O[C@H](CC(=O)N3CCc4ccccc4C3)CC[C@H]21 | -12 | -4 | 2.7 | 7[16.7 µM] | 1 | 4 | 0
O=C1N(Cc2ccccc2)c2ccccc2OC1(F)F | 29 | -2 | -3.1 | -3 | -9 | -8 | 7
CCOC(=O)NCc1ccc2c(c1)cc(C)n2C | nt | -21 | nt | 0 | nt | nt | -1
O=C(Nc1ccc(N2C(=O)CCC2=O)cc1Cl)c1cccs1 | -2 | -18 | 2.0 | nt | 14 | -23 | 3
Cc1cc(C)c(S(=O)(=O)N2CCOC2CNC(=O)C(=O)NCCCN2CCOCC2)c(C)c1 (stereo not drawn) | 2 | 10 | 0.0 | 1 | -9 | 2 | -3
CC(=O)N(Cc1cccs1)Cc1cc2cc(C)c(C)cc2nc1Cl | 20 | 2 | 0.4 | nt | -3 | -10 | 0
COc1cccc(CN2CCN(Cc3cc(OC)c(OC)c(OC)c3)CC2)c1OC | 13 | 3 | 0.6 | -1 | -6 | 13 | 2
COc1cccc(-c2ccc3c(c2)O[C@@H](CN(C)C(=O)C2CCCCC2)[C@@H](C)CN([C@@H](C)CO)S3(=O)=O)c1 | -13 | 37 | 0.1 | 2[16.7 µM] | 10 | 12 | nt
CN(C(=O)CSc1ncc(C(F)(F)F)cc1Cl)c1c(N)n(Cc2ccccc2)c(=O)[nH]c1=O | -7 | 6 | 3.4 | 5 | 0 | 3 | nt
O=S(=O)(CCSc1ccccn1)c1nc2ccccc2s1 | -18 | nt | -2.5 | -2 | 6 | 26 | nt
CCc1ccc[n+](-c2nc3ccccc3nc2C(=C=[N-])C#N)c1 | -9 | -17 | -0.6 | -2 | -1 | -4 | 7
COc1ccc(CN(C)C(=S)Nc2ccc(Cl)cc2)cc1 | -17 | 3 | 2.2 | nt | nt | -13 | -12
CCC(=O)NC[C@@H]1[C@H](c2ccc(C3=CCCC3)cc2)[C@H](CO)N1C(=O)C1CC1 | -6 | -5 | 0.2 | 0[16.7 µM] | -12 | 2 | -4
COC(=O)c1ccccc1NC(=O)CCS(=O)(=O)c1ccc(Br)s1 | 24 | 23 | nt | -3 | nt | nt | 1
CCCCCc1cccnc1 | 0 | 10 | 0.6 | -4 | -4 | -8 | 3
COc1cccc(C(=O)Nc2cc(NC(=O)c3cccs3)ccc2C)c1OC | 1 | 5 | 2.0 | 12 | 16 | -24 | 3
COc1cccc(NC(=O)N2CCCC2C(=O)Nc2ccc3c(c2)OCO3)c1 (stereo not drawn) | nt | 14 | nt | 2 | nt | nt | -1
CC1(Cc2ccc3ccccc3n2)C(=O)Nc2ccc(OC(F)(F)F)cc21 (stereo not drawn) | 31 | 18 | 2.2 | 1 | 1 | -4 | -2
CCCNC(=O)N(C)C[C@H]1Oc2ncc(C3=CCCC3)cc2C(=O)N([C@H](C)CO)C[C@H]1C | -1 | -13 | -0.2 | 15[16.7 µM] | 2 | -8 | nt
N#C[C@H]1[C@@H](c2ccccc2-c2ccccc2)[C@H](CO)N1C(=O)Cc1ccncc1 | 4 | nt | -0.8 | nt | 1 | 3 | -9
CCOc1ccc(C(=O)O/N=C(\N)c2ccc([N+](=O)[O-])cc2)cc1OCC | 2 | 40 | -5.3 | nt | -4 | 0 | -10
CN(Cc1cc(=O)[nH]c2ccccc12)C(=O)c1ccccc1 | 6 | nt | 1.7 | -15 | 0 | 6 | nt
COc1cccc(CNC(=O)COC(=O)C23CC4CC(CC(Cl)(C4)C2)C3)c1 | -52 | 15 | -3.4 | nt | 3 | 0 | 6
CCOC(=O)C1=NOC(Cn2cc(C(C)=O)c(=O)[nH]c2=O)C1 (stereo not drawn) | 9 | -5 | 0.4 | nt | 8 | 2 | 10
CCc1ccc(CN(C)C(=O)C2CCC(=O)N(CC3CCCCC3)C2)cc1 (stereo not drawn) | -13 | -6 | -2.5 | -5 | -5 | nt | -3
Cc1nc(SCc2ccccc2)n[nH]1 | -3 | -60 | 0.2 | 5 | -3 | -43 | 1
Cc1ccc(CN2CC(C(=O)Nc3cc(S(C)(=O)=O)ccc3Cl)CC2=O)cc1 (stereo not drawn) | nt | -6 | nt | -4 | nt | nt | 1
CCc1nc2ccc(C(=O)N(C)CCN(C)C)cn2c1N(CC)CCOC | 6 | 2 | -0.6 | 3 | -1 | 1 | 0
CCCCC(=O)NS(=O)(=O)c1ccc(N=NN(CC)CC)cc1 | -6 | 12 | 2.5 | -4 | 0 | -1 | 0
NC(=O)C1(N2CCCCC2)CCN(S(=O)(=O)c2cc(Cl)ccc2Cl)CC1 | -20 | -10 | 4.8 | 0 | -14 | 1 | 1
C[C@@H]1CN([C@H](C)CO)C(=O)c2cc(NC(=O)Cc3cn(C)c4ccccc34)ccc2O[C@@H]1CN(C)S(=O)(=O)c1cn(C)cn1 | 6 | nt | 1.8 | -1[16.7 µM] | 0 | -13 | nt
C[C@@H]1CN([C@H](C)CO)C(=O)Cc2cc(NS(=O)(=O)c3ccccc3)ccc2O[C@@H]1CN(C)C(=O)Nc1ccccc1 | 7 | -10 | 1.7 | 1[16.7 µM] | 12 | -2 | nt
NC(=O)C(c1ccccc1)c1ccc(C(=O)c2ccccc2)cc1 (stereo not drawn) | -14 | 0 | 5.5 | nt | 11 | 8 | -3
Cc1cccc(-n2c(SCC(=O)NC3CCCC3)nnc2-c2ccoc2C)c1 | nt | 11 | nt | -11 | nt | nt | -6
CCOc1cc(C2C(C(=O)c3ccco3)=C(O)C(=O)N2CC2CCCO2)ccc1O (stereo not drawn) | -2 | 6 | -0.5 | -7 | 8 | -1 | 0
Cc1ccc(S(=O)(=O)N(C)C[C@@H]2Oc3ccc(NS(C)(=O)=O)cc3C(=O)N([C@H](C)CO)C[C@@H]2C)cc1 | 17 | nt | 0.2 | 0[16.7 µM] | -3 | -4 | 3
O=C1c2ccccc2[C@@]2(Cc3ccccc3N(Cc3ccccc3)C2=O)[C@H](c2ccc(CO)cc2)N1C1CCCCC1 | nt | -12 | -3.0 | nt | -16 | -8 | nt
O=C(Cc1c[nH]c2ccccc12)OCCOC(=O)Cc1c[nH]c2ccccc12 | nt | -8 | nt | 19 | nt | nt | -4
CCOC(=O)c1sc(=NC(=O)c2cccc(C)c2)n(C)c1C | 8 | -5 | nt | nt | 2 | -44 | -2
CCN1CCN(S(=O)(=O)c2ccc(OC)c(NC(=O)c3ccccc3)c2)CC1 | 18 | -2 | -0.6 | nt | -3 | -6 | 1
C[C@H](CO)N1C[C@H](C)[C@H](CN(C)C(=O)Nc2ccccc2)Oc2c(NS(=O)(=O)c3cccs3)cccc2C1=O | 3 | nt | -3.5 | 10[16.7 µM] | nt | -2 | nt
Cc1cccc(C)c1-c1ccc(CN2C(CC(C)C)C(=O)N(Cc3cn(CC4CCCCC4)nn3)CCS2(=O)=O)cc1 (stereo not drawn) | 6 | 70* | -4.4 | -15 | 5 | 0 | -11
CCC(=O)Nc1ccc2c(c1)OC[C@H](C)N(C(=O)C1CCC1)C[C@H](C)[C@H](OC)CN(C)C2=O | 2 | 1 | 1.5 | nt | 5 | -6 | -3
OCC(CO)c1cnnc2ccccc12 | 1 | 1 | 1.2 | nt | -3 | -1 | 0
CSc1nnnc2ccccc12 | -7 | 14 | 1.3 | -4 | 11 | 13 | nt
Cc1cc(C)cc(NC(=O)COC(=O)c2ccc3c(c2)OCCO3)c1 | 7 | -7 | -8.1 | 3 | 0 | -2 | 0
New compounds follow
SMILES | INS-1E GSIS act | PAX8 reporter | F508del corr | miR122 inh | DENV2 CPE | EWS-Fli inh | FN deposit inh
Cc1ccc(Nc2cc(=O)[nH]c(=O)[nH]2)cc1Cl | 7 | 13 | 3.9 | 1 | 15 | 14 | 3
COCCOC1CCN(C(=O)c2cc(COc3ccc(F)cc3F)on2)CC1 | 16 | nt | -1.2 | nt | 0 | nt | 6
Cc1noc(C)c1NC(=O)N(C)C[C@H]1Oc2c(NS(=O)(=O)c3ccc(Cl)cc3)cccc2C(=O)N([C@@H](C)CO)C[C@H]1C | 8 | nt | -0.7 | -1[16.7 µM] | 10 | -7 | -7
COc1ccc(-c2ccc(CCC(=O)O)n2CC(=O)Nc2cccc(OC)c2)cc1 | 3 | -10 | 0.4 | nt | nt | 5 | 2
Cc1cccc(OCC(=O)NCC(=O)N/N=C/c2c(C)[nH]c3ccccc23)c1 | nt | 18 | -0.3 | 8 | -1 | -4 | 2
CCOc1ccc(OCC)c(NS(=O)(=O)c2cccc3nsnc23)c1 | -10 | -3 | nt | 13 | nt | nt | 4

Sorted by formula weight (low to high): 3 of the compounds above.
SMILES | INS-1E GSIS act | PAX8 reporter | F508del corr | miR122 inh | DENV2 CPE | EWS-Fli inh | FN deposit inh
COc1ccc(-c2ccc(CCC(=O)O)n2CC(=O)Nc2cccc(OC)c2)cc1 | 3 | -10 | 0.4 | nt | nt | 5 | 2
CCCNC(=O)N(C)C[C@H]1Oc2ncc(C3=CCCC3)cc2C(=O)N([C@H](C)CO)C[C@H]1C | -1 | -13 | -0.2 | 15[16.7 µM] | 2 | -8 | nt
COc1cccc(-c2ccc3c(c2)O[C@@H](CN(C)C(=O)C2CCCCC2)[C@@H](C)CN([C@@H](C)CO)S3(=O)=O)c1 | -13 | 37 | 0.1 | 2[16.7 µM] | 10 | 12 | nt

High-throughput results (PubChem BioAssay)
